Rpn11 inh = blocks the human proteasome subunit Rpn11; human 26S proteasome, Ub4-pepOG fluorescence polarization; 20S core pre-blocked with epoxomicin; calls only at 20 µM; actives 0.59% (n = 360,000); AID 588493;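 active means inhibition at 20 µM, scaled to each plate's controls, above about 33%, limit read from the data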
Target sequence (O00487 whole entry, looked up): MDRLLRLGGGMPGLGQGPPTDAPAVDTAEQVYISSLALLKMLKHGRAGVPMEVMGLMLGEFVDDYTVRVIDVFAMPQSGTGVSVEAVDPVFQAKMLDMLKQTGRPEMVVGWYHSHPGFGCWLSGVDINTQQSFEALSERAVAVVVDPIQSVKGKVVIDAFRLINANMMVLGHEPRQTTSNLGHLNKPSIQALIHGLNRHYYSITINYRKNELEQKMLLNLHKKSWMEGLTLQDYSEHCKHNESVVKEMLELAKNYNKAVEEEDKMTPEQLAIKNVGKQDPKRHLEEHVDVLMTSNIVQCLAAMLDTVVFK
STEP inh = STEP (human) phosphatase inhibition. recombinant STEP, OMFP fluorogenic substrate, fluorescence. P54829. actives 0.25% (n = 360,000). inhibition, % at 20 µM;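 active means inhibition at 20 µM, scaled per plate between control wells, above about 37%, limit read from the data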;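 further: 0% = DMSO with enzyme and substrate and 100% = substrate only without enzyme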
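Material: STEP (striatal-enriched tyrosine phosphatase) enzyme, cell-free | Medium: 50 mM Bis-Tris pH 6.0 with 2.5 mM DTT and 0.005% Tween 20 | Read-out: Percent inhibition scaled to no-enzyme and uninhibited-enzyme controls, plate-pattern corrected | Signal: Fluorescence read at 480 nm ex / 540 nm em | Times: 20 min reaction, room temperature, in the dark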
Neddylation inh = cullin neddylation inhibition; TR-FRET cullin neddylation, biochemical; calls only at 25 µM; actives 0.58% (n = 360,000); in the data active means inhibition above about 36%
DNMT1 inh = DNMT1 (human) enzyme inhibition | P26358 | DNMT1 molecular beacon, Hinp1I cleavage, fluorescence | inhibition (reported as % activation of signal), % at 10 µM | actives 0.83% (n = 360,000); in the data active means inhibition above about 50%
Rin1-Abl PPI inh = human Rin1-Abl interaction inhibition; TR-FRET Rin1/Abl binding, biochemical; inhibition, % at 7.35 µM; actives 0.4% (n = 360,000); in the data active means inhibition above about 5%, passing the limit was not always enough
CSN inh = CSN deneddylation inhibition. Purified CSN, SCF-Nedd8-OG deneddylation, fluorescence polarization. actives 0.38% (n = 360,000). AID 651999. Q92905. inhibition, % at 12.5 µM;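 active means pattern-corrected inhibition above about 35%, with an unprinted fluorescence ratio check between 0.5 and 1.5, limit read from the data, passing the limit was not always enough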;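 further: 0% = enzyme with substrate and 100% = substrate without enzyme; some results filed as inactive read as strong as hits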
Target sequence (Q92905 whole entry, looked up, one chain of several): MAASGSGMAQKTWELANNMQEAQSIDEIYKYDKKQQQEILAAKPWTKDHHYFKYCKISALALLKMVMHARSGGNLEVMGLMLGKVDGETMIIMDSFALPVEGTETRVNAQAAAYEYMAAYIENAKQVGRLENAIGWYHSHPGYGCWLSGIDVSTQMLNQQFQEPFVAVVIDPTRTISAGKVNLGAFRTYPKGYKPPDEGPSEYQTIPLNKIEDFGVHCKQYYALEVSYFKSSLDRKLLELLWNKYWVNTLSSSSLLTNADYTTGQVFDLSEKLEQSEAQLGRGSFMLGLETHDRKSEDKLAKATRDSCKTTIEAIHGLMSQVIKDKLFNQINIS
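Material: purified human Csn5 enzyme expressed in HEK293T cells / Medium: Tris buffer pH 7.5, NaCl, DTT, Tween-20, trehalose, ovalbumin / Compound dosing: 12.5 µM single point / Schedule: 90 min incubation of compound, enzyme and substrate at room temperature / Signal: fluorescence polarization of the substrate / Control set: no-enzyme wells high, enzyme-with-substrate wells low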
Scp1 inh = Scp-1 (human) phosphatase inhibition; actives 0.88% (n = 340,000); Recombinant Scp1, phosphopeptide, malachite green phosphate absorbance; Q9GZU7; AID 493091; inhibition, % at 20 µM;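 active means inhibition above about 50% at 20 µM, limit read from the data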;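 further: plate controls were DMSO wells with enzyme for no effect and wells lacking enzyme for full effect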
Target sequence (Q9GZU7 76-261 limits assumed): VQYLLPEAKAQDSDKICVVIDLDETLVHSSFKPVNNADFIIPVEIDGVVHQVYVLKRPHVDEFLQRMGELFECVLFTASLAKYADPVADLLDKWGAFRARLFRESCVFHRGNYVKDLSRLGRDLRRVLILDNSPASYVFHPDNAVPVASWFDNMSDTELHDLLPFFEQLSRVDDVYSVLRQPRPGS
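Incubation: 45 min enzyme reaction at room temperature / System: truncated SCP-1 phosphatase (76-261aa) / Reagent: Phospho 17-mer peptide substrate / Buffer or medium: Acidic Tris acetate buffer with magnesium and detergent / Signal: absorbance at 630 nm / Doses: one concentration, 20 µM, with 1.0% DMSO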
NadD block = inhibitors of Staphylococcus aureus NadD; purified NadD enzyme, colorimetric absorbance read-out; inhibition, % at 20 µM; actives 0.78% (n = 360,000); AID 602399; in the data active means inhibition above about 26%; further: some compounds past the cut are filed as inactive
LMPTP block = LMPTP (human) inhibition; P24666; recombinant LMPTP-A, OMFP fluorogenic substrate, fluorescence intensity; inhibition, % at 20 µM; actives 0.22% (n = 360,000);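 active means compounds that cut the enzyme signal by at least half of the control window in the single-dose screen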;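 further: plate controls were DMSO wells with enzyme plus substrate for no effect and substrate without enzyme for full effect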
Target sequence (P24666 whole entry, looked up): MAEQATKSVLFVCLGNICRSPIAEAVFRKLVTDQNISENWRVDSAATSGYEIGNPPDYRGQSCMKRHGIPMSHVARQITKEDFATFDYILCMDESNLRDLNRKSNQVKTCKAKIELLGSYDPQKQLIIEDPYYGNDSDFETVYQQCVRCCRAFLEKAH
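material = LMPTP-A | quantity = 0.625 nM enzyme | reagent = OMFP substrate, 400 µM final | buffer or medium = Bis-Tris pH 6.0, DTT, detergent | detection = endpoint fluorescence intensity from OMFP dephosphorylation | dosing = single 20 µM dose | read-out basis = % inhibition relative to no-enzyme and uninhibited control wells | control set = no-enzyme and uninhibited controls | timing = 50 min at room temperature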
SUMO1-SIM PPI = modulators of human SUMO1-mediated protein-protein interactions; SUMO1 binding to a labelled peptide, TR-FRET, 1 h; inhibition, % at 20 µM; actives 0.33% (n = 360,000); AID 602429; in the data active means inhibition above about 37%
* marks the source's active call; other numbers are inactive results; i = inactive; x = no result given.

1) COc1ccccc1N1CCN(S(=O)(=O)c2cc(Br)cnc2N)CC1
2) Cc1c(C(=O)O)sc2nc3n(c(=O)c12)CCC3
3) COc1ccc(CN2CCCC(C(=O)c3ccc(SC)cc3)C2)cc1Cn1cccn1 (stereo not drawn)
4) COc1ccccc1OCc1ccc(C(=O)N2CCN(C)CC2)o1
5) C[C@@H]1CCCCO[C@H](CN(C)S(=O)(=O)c2ccccc2)[C@@H](C)CN([C@H](C)CO)C(=O)c2cc(NC(=O)Cc3ccccc3)ccc2O1
6) COc1ccc(F)cc1S(=O)(=O)N1CCCN(S(=O)(=O)c2cc(F)ccc2OC)CC1

Compound	1	2	3	4	5	6
Rpn11 inh	i	i	i	i	i	i
STEP inh	-1	7	-1	-1	-2	2
Neddylation inh	i	i	i	i	i	i
DNMT1 inh	-2	23	-6	-1	-2	0
Rin1-Abl PPI inh	0	-2	-3	-2	0	-2
CSN inh	0	2	-7	-3	-2	2
Scp1 inh	-1	64*	-5	-11	x	-10
NadD block	-5	1	-5	-5	-4	-5
LMPTP block	1.2	0.5	-0.4	-4.6	-1.0	0.4
SUMO1-SIM PPI	-1	2	-5	0	3	0

7) CC(C)c1ccc(C(C(=O)NC2CCCCC2)N(C(=O)c2csnn2)C2CC2)cc1 (stereo not drawn)
8) COC(=O)[C@@H](NC(=O)NCc1cccs1)C(C)C
9) CC(=O)Nc1c(C(=O)N2CCCCCC2)cnn1-c1ccccc1
10) CC(=O)Nc1ccc(CN2CCCC(CCC(=O)NCc3ccccc3F)C2)cc1 (stereo not drawn)
11) O=C(Nc1nnc(SCc2ccccn2)s1)C1CC(=O)N(c2ccc(F)cc2)C1 (stereo not drawn)
12) O=C(CCSc1nnc(-c2ccc(O)cc2)o1)N1CCOCC1

Compound	7	8	9	10	11	12
Rpn11 inh	i	i	i	i	i	i
STEP inh	0	-2	-8	-6	1	-2
Neddylation inh	i	i	i	i	i	i
DNMT1 inh	2	0	2	0	-10	-1
Rin1-Abl PPI inh	1	0	-2	2	2	15*
CSN inh	1	6	-2	-3	8	11
Scp1 inh	-10	-1	0	-1	-7	-7
NadD block	-2	-5	-6	-5	5	-1
LMPTP block	-0.6	-0.7	-0.6	0.4	1.3	-0.3
SUMO1-SIM PPI	0	1	0	1	-2	2

13) COc1ccc(NC(=O)Cc2ccsc2)cc1S(=O)(=O)N1CCCCC1
14) CSc1ccc(CCNC(=O)CS(=O)(=O)Cc2nc(-c3ccccc3F)oc2C)cc1
15) COc1ccc(C2=NN(C(=S)Nc3ccccc3)C(c3ccccc3)C2)cc1 (stereo not drawn)
16) Cc1cccc(NC(=O)N2CCCC2C(=O)NCc2ccccc2)c1 (stereo not drawn)
17) Cc1sc2nc(C3CC3)nc(SCC(=O)N3CCc4ccccc4C3)c2c1C
18) COc1ccc(/C(N)=N/OC(=O)COc2ccccc2Cl)cc1

Compound	13	14	15	16	17	18
Rpn11 inh	i	i	i	i	i	i
STEP inh	-1	-1	3	-3	0	-2
Neddylation inh	i	i	i	i	i	i
DNMT1 inh	-4	-5	-2	4	-8	-5
Rin1-Abl PPI inh	1	-2	1	0	-4	3
CSN inh	3	2	-3	1	2	-9
Scp1 inh	0	-1	-16	-4	-4	-4
NadD block	2	-4	11	-5	11	-8
LMPTP block	-0.2	1.5	0.5	-1.6	5.0	1.2
SUMO1-SIM PPI	5	2	3	-4	2	-2

19) CCSc1ncc(Cl)c(C(=O)Nc2ccccc2F)n1
20) CCCCc1nc2cc(C(=O)N3CCCCC3CCO)ccc2o1 (stereo not drawn)
21) Cc1ccc(NS(=O)(=O)c2cc3c(cc2Br)NC(=O)CO3)cc1C
22) CCN1C(=NCCOC)N[C@@H](c2cccs2)C(C(=O)OC)=C1C
23) COc1cc(NC(=O)CCN2CCOCC2)cc(OC)c1
24) CN(Cc1c(F)cccc1Cl)c1ccc(S(=O)(=O)N2CCOCC2)cn1

Compound	19	20	21	22	23	24
Rpn11 inh	i	i	i	i	i	i
STEP inh	2	-1	0	-5	-1	1
Neddylation inh	i	i	i	i	i	i
DNMT1 inh	2	1	0	0	-2	-2
Rin1-Abl PPI inh	-4	2	-2	0	-2	-4
CSN inh	0	-1	3	-2	4	12
Scp1 inh	-6	2	x	2	-10	-5
NadD block	-2	3	-3	2	3	4
LMPTP block	0.4	-0.7	-0.7	0.3	-1.7	-0.3
SUMO1-SIM PPI	-4	-26	5	5	1	3

Some entries already given with just DNMT1 inh, Rpn11 inh and STEP inh:
| cpd | molecule | DNMT1 inh | Rpn11 inh | STEP inh |
| --- | --- | --- | --- | --- |
| 20 | CCCCc1nc2cc(C(=O)N3CCCCC3CCO)ccc2o1 (stereo not drawn) | 1 | i | -1 |
| 21 | Cc1ccc(NS(=O)(=O)c2cc3c(cc2Br)NC(=O)CO3)cc1C | 0 | i | 0 |

Remaining list, next part.
25) Cc1onc(-c2ccccc2Cl)c1C(=O)Nc1nc2c(s1)CCCC2
26) O=S(=O)(Nc1cccc(-c2ccc3nncn3n2)c1)c1cccs1
27) O=C(NNC(=O)c1ccncc1)Nc1ccccc1
28) Cc1cccc(S(=O)(=O)NC(=O)C2(C)CCN2C(=O)CCc2ccccc2)c1 (stereo not drawn)
29) CCN(C[C@H]1N[C@@](CC)(C(=O)OC)[C@H]2C(=O)N(Cc3ccccc3)C(=O)[C@@H]12)C(=O)c1ccc(C)cc1
30) O=S(=O)(c1ccc(F)cc1)N1CCN(C(=S)NCc2ccccc2)CC1

Compound	25	26	27	28	29	30
Rpn11 inh	i	i	i	i	i	i
STEP inh	2	0	0	-1	0	-3
Neddylation inh	i	i	i	i	i	i
DNMT1 inh	-5	3	-1	3	10	4
Rin1-Abl PPI inh	-2	4	0	-2	-2	1
CSN inh	3	-2	1	-6	1	-1
Scp1 inh	0	3	-6	x	0	1
NadD block	7	-5	4	5	-3	-11
LMPTP block	3.0	-1.7	-2.5	-3.9	-0.7	-0.3
SUMO1-SIM PPI	1	-7	1	3	2	9

31) O=C(Nc1ccccc1)c1ccc(NC(=O)C2CC2)cc1
32) CC(=O)Nc1cccc2ccc(O)cc12
33) Cc1cccc(C)c1NC(=O)COC(=O)c1ccc([N+](=O)[O-])o1
34) CC(=O)NC(CC(=O)NNC(=O)C(C)Oc1ccccc1F)c1ccccc1 (stereo not drawn)
35) Cc1ccc(S(=O)(=O)N2CCN(C(=O)c3cc(S(=O)(=O)N4CCOCC4)c(Cl)cc3Cl)CC2)cc1
36) Cc1cc(N2CCCC2=O)ccc1S(=O)(=O)Nc1c(C)nn(C)c1C

Compound	31	32	33	34	35	36
Rpn11 inh	i	i	i	i	i	i
STEP inh	1	0	1	-1	4	-2
Neddylation inh	i	i	i	i	i	i
DNMT1 inh	0	-8	-13	1	-1	-2
Rin1-Abl PPI inh	0	-1	0	3	2	-5
CSN inh	-1	-3	-3	-6	-5	2
Scp1 inh	-7	-4	-2	-6	-10	-3
NadD block	-4	-2	-5	2	-1	1
LMPTP block	0.2	2.0	-0.6	-0.1	0.6	-1.0
SUMO1-SIM PPI	3	-1	-8	1	-4	-1

37) C/C(CC(=O)Nc1cccc(Cl)c1Cl)=N\NC(=O)C(=O)NC1CCCCC1
38) CN(C)S(=O)(=O)c1ccc(NC(=O)CN2CCOCC2)cc1
39) COc1cc(N)c(C(O)c2nccc3cc(OC)c(OC)cc23)cc1OC (stereo not drawn)
40) Cc1cc(O)ccc1Nc1cc(-c2cccc(N)c2)ncn1
41) CC1(C)COC(c2ccc3c(c2)OCO3)OC1
42) CC(=O)Nc1cc(NC(C)=O)cc(C(=O)OC(C)C(=O)Nc2ccc(S(=O)(=O)N3CCCC3)cc2)c1 (stereo not drawn)

Compound	37	38	39	40	41	42
Rpn11 inh	i	i	i	i	i	i
STEP inh	-1	0	2	0	-1	0
Neddylation inh	i	i	i	i	i	i
DNMT1 inh	1	-2	-13	-2	-6	1
Rin1-Abl PPI inh	3	-2	1	0	1	0
CSN inh	8	5	5	-1	-1	3
Scp1 inh	-7	-13	0	x	-5	13
NadD block	11	-8	0	-2	-1	5
LMPTP block	-1.2	-2.8	0.2	-0.6	0.3	0.9
SUMO1-SIM PPI	-3	1	-7	1	3	9

Two of the compounds above, with the structure last.
| nr | Rpn11 inh | STEP inh | Neddylation inh | DNMT1 inh | Rin1-Abl PPI inh | CSN inh | Scp1 inh | NadD block | LMPTP block | SUMO1-SIM PPI | structure |
| --- | --- | --- | --- | --- | --- | --- | --- | --- | --- | --- | --- |
| 41 | i | -1 | i | -6 | 1 | -1 | -5 | -1 | 0.3 | 3 | CC1(C)COC(c2ccc3c(c2)OCO3)OC1 |
| 42 | i | 0 | i | 1 | 0 | 3 | 13 | 5 | 0.9 | 9 | CC(=O)Nc1cc(NC(C)=O)cc(C(=O)OC(C)C(=O)Nc2ccc(S(=O)(=O)N3CCCC3)cc2)c1 (stereo not drawn) |

Later entries.
43) COc1ccc(C2/C=C\CN(C(=O)C3CC3)[C@H](Cc3ccccc3)C(=O)N2Cc2ccc(F)cc2)cc1 (stereo partly drawn)
44) O=C(CCn1c(=O)[nH]c2ccccc2c1=O)N1CCN(c2cccc(C(F)(F)F)c2)CC1
45) O=C1CSC(=Nc2ccc(O)cc2)N1c1ccc(O)cc1
46) CC(=O)c1nc(N2C(=O)CC(Cc3cccc(C)c3)C2=O)sc1C (stereo not drawn)
47) Cc1ccc(-n2ncc3c(NNC(=O)c4ccco4)ncnc32)c(C)c1
48) Cc1[nH]c2ccccc2c1C(=O)CSC(=S)N(C)C

Compound	43	44	45	46	47	48
Rpn11 inh	i	i	i	i	i	i
STEP inh	0	-1	5	0	-2	-1
Neddylation inh	i	i	i	i	i	i
DNMT1 inh	-3	0	1	-3	1	-2
Rin1-Abl PPI inh	0	2	2	-1	1	-1
CSN inh	-5	12	4	1	-8	5
Scp1 inh	-6	-6	-4	-3	-3	-10
NadD block	1	2	-4	1	-8	-4
LMPTP block	4.2	0.7	-0.9	-0.4	-2.0	-1.2
SUMO1-SIM PPI	-3	0	-1	1	-3	-1

49) Cc1ccc(OCCCn2ccnc2)c([N+](=O)[O-])c1
50) CC(=O)NC(c1ccc(F)c(F)c1)c1nc(-c2ccncc2)cs1 (stereo not drawn)
51) Cc1cccc(NC(=O)c2sc(NC(=O)c3ccco3)c(C#N)c2C)c1C
52) CC1(C)OC(=O)N(c2ccccn2)C1(C)O (stereo not drawn)
53) CCCN(c1ccc(C)cc1)c1nc(=O)c2cccnc2s1
54) COc1ccc(CNC(=O)COC(=O)c2cc(-c3cccs3)nc3ccccc23)cc1OC

Compound	49	50	51	52	53	54
Rpn11 inh	i	i	i	i	i	i
STEP inh	-1	-1	-2	-2	4	0
Neddylation inh	i	i	i	i	i	x
DNMT1 inh	0	-5	1	1	-5	3
Rin1-Abl PPI inh	-1	-3	3	3	6	-2
CSN inh	-2	-5	-2	5	-1	-5
Scp1 inh	-12	x	1	3	-11	-8
NadD block	0	-6	2	1	-3	-6
LMPTP block	0.3	-2.3	-1.4	-3.0	-0.6	3.3
SUMO1-SIM PPI	-6	-22	-1	0	5	-6
